NCI-60 one-dose screen, 48 h, at 10 µM unless noted. Numbers give growth in % (100 = growth as untreated, 0 = no growth, -100 = all killed).
TK-10 = TK-10 renal cancer cells | 81,000 compounds, 3.9% hits; active = growth percent below 10
Numbers without * were called inactive; & = joins results of further samples; ! = a repeat was not active; [ ] = dose if it differs, or a comment.

COc1c2c(cc3c1OCO3)C13C=CC(OC)CC1N(CC3)C2 (stereo unspecified)
  TK-10: 88.6&87.4[100 µM]

CCCCCN1C(=O)C(C(C)C)N=C(c2cccc(O)c2)c2ccc(Cl)cc21 (stereo unspecified)
  TK-10: 105.8[30 µM]

N#CCN1C(=O)C(Cc2ccccc2)N=C(c2cccc(O)c2)c2ccc(Cl)cc21 (stereo unspecified)
  TK-10: 102.4[30 µM]

NC(=O)CN1C(=O)C(Cc2ccccc2)N=C(c2ccc(O)cc2)c2cc(Cl)ccc21 (stereo unspecified)
  TK-10: 92.7[30 µM]

CCCCCN1C(=O)C(CO)N=C(c2ccc(O)cc2)c2cc(Cl)ccc21 (stereo unspecified)
  TK-10: 104.2[30 µM]

CN(N)/N=N/c1nc[nH]c1[N+](=O)[O-]
  TK-10: 9.8*![100 µM]

N[C@@H](Cc1ccccc1)C(=O)N1CCC[C@@H]1P(=O)(Oc1ccccc1)Oc1ccccc1
  TK-10: 103.8&68.7[100 µM]

O=C(O)CN1C(=O)CN=C(c2cccc(O)c2)c2ccccc21
  TK-10: 107.6[30 µM]

CC(=O)C1(O)CCC2(O)C3(O)CC=C4CC(O)CCC4(C)C3CC(OC(=O)c3ccc(O)cc3)C12C (stereo unspecified)
  TK-10: 73.2&96.8[100 µM]

N#CCN1C(=O)C(Cc2ccc(O)cc2)N=C(c2cccc(O)c2)c2ccc(Cl)cc21 (stereo unspecified)
  TK-10: 98.2[30 µM]

O=C(O)CCC1N=C(c2ccc(O)cc2)c2cc(Cl)ccc2NC1=O (stereo unspecified)
  TK-10: 107.7[30 µM]

O=C(O)CN1C(=O)C(Cc2ccccc2)N=C(c2cccc(O)c2)c2ccccc21 (stereo unspecified)
  TK-10: 96.0[30 µM]

Fetched one by one from the list above, four records:
O=C(O)CCC1N=C(c2ccc(O)cc2)c2cc(Cl)ccc2NC1=O (stereo unspecified)
  TK-10: 107.7[30 µM]

O=C(O)CN1C(=O)CN=C(c2cccc(O)c2)c2ccccc21
  TK-10: 107.6[30 µM]

O=C(O)CN1C(=O)C(Cc2ccccc2)N=C(c2cccc(O)c2)c2ccccc21 (stereo unspecified)
  TK-10: 96.0[30 µM]

COc1c2c(cc3c1OCO3)C13C=CC(OC)CC1N(CC3)C2 (stereo unspecified)
  TK-10: 88.6&87.4[100 µM]

A portion of the library; count on the stated rates, not on these rows.
